Bioassay records deposited in PubChem BioAssay by several laboratories.
DUSP3 inh: inhibitors of human VHR1 phosphatase (DUSP3); P51452; recombinant VHR phosphatase, pNPP absorbance; inhibition, % at 13.3 µM; actives 0.52% (n = 290,000); AID 1654; in the data active = inhibition above about 50%; also: some compounds called inactive have numbers as strong as hits
Target sequence (P51452 whole entry, looked up): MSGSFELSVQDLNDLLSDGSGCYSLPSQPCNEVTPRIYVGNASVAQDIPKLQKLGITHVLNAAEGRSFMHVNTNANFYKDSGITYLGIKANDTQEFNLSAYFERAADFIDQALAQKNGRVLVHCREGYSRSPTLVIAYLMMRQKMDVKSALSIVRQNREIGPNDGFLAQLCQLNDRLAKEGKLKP
UGM FP inh: inhibitors of M. tuberculosis UDP-galactopyranose mutase. P9WIQ1. actives 0.06% (n = 320,000). purified UGM, fluorescence polarization probe displacement. inhibition, % at 10 µM; in the data active = inhibition above about 10%, passing the limit was not always enough
Target sequence (P9WIQ1 whole entry, looked up): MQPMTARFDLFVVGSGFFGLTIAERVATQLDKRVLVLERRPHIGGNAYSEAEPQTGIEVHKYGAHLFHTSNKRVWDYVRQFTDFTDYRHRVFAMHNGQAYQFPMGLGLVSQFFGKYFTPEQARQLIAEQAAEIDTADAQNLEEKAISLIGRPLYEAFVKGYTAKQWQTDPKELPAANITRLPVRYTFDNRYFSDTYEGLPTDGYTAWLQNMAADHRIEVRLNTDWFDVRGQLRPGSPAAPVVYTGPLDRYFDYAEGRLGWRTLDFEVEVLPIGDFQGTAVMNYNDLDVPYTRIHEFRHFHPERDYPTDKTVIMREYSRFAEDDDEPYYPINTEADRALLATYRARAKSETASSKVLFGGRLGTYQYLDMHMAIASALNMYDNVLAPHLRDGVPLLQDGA
Rv3671c inh: inhibitors of M. tuberculosis serine protease Rv3671c. actives 0.048% (n = 320,000). P9WHR9. inhibition, % at 5.96 µM. AID 2606; in the data active = inhibition above about 38%;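 also: extracellular domain of Rv3671c used as enzyme; 0% = enzyme with DMSO and 100% = no enzyme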
Mtb BioA inh: blocks M. tuberculosis BioA enzyme activity. AID 602481. purified M. tuberculosis BioA enzyme, plate reader. inhibition, % at 9.99 µM. actives 0.096% (n = 360,000); in the data active = inhibition above about 40%
FadD28 FP inh: blocks FadD28 binding to the bisubstrate probe; inhibition, % at 12.5 µM; actives 0.22% (n = 360,000); fluorescence polarization; AID 588549; in the data active = inhibition above about 8.5%, passing the limit was not always enough
GDH-TPI counter: counter-screen for M. tuberculosis FBA inhibitors: GDH-TPI coupled enzymes | GDH-TPI coupled enzyme counterscreen, NADH absorbance | inhibition, % at 4.8 µM | actives 1.2% (n = 360,000) | AID 588335;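 also: 0% = DMSO wells and 100% = wells lacking the enzyme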
FBA Mtb inh: inhibitors of M. tuberculosis fructose-bisphosphate aldolase; P9WQA3; purified M. tuberculosis FBA, fluorescence read-out; inhibition, % at 1 µM; actives 2.3% (n = 360,000); in the data active = inhibition above about 27%;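 also: 0% = vehicle and 100% = reference inhibitor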
Target sequence (P9WQA3 whole entry, looked up): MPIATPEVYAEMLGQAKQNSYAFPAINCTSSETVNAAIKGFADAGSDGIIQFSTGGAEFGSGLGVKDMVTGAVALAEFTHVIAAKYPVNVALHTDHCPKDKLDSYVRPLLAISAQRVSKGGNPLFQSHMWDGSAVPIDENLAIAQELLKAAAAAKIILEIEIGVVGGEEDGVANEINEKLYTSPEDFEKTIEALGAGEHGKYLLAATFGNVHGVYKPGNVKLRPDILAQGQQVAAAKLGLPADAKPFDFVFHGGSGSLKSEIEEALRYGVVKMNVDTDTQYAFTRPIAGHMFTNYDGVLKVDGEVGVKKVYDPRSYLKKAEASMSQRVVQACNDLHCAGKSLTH
MazEF act: increases E. coli MazEF RNase cleavage of RNA. FAM/BHQ RNA-DNA oligo cleavage fluorescence, 5 h. activation, % at 20 µM. actives 0.32% (n = 350,000). P0AE70. AID 504720; in the data active = activation above about 50%
Target sequence (P0AE70 whole entry, looked up): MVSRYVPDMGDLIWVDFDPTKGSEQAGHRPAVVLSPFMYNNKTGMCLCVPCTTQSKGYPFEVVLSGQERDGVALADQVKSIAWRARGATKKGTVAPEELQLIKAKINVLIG
CCHF vOTU inh: CCHFV vOTU protease inhibition. Pep-AMC fluorescence. inhibition, % at 11.5 µM. actives 0.55% (n = 370,000); also: 0% = vehicle wells with enzyme and 100% = no enzyme wells
BoNT-F LC inh: BoNT F light chain protease inhibition; Multiplex microsphere protease cleavage assay, flow cytometry; inhibition, % at 10 µM; actives 0.22% (n = 360,000); in the data active = inhibition above about 35%, passing the limit was not always enough; also: plate controls were buffer without enzyme for full effect and enzyme alone for no effect
An asterisk follows results filed as active; & = joins results of further samples. Rule as the data show it, unless noted: active = inhibition above about 30%; inactive = the rest.

What do the screens show for `O=C(/C=C/c1ccc(Cl)cc1Cl)Nc1cccc(S(=O)(=O)NC2=NCCCCC2)c1`?
DUSP3 inh: 2; UGM FP inh: 0.2; Rv3671c inh: -148; FadD28 FP inh: -2.7; GDH-TPI counter: -7; FBA Mtb inh: 2; MazEF act: -1; CCHF vOTU inh: 8; BoNT-F LC inh: -11

Results for COc1ccccc1C(C)Nc1ccc(S(=O)(=O)N2CCN(C)CC2)cc1[N+](=O)[O-] (centres undefined) ?
UGM FP inh: 2.0; Rv3671c inh: -5; Mtb BioA inh: -2.7; FadD28 FP inh: 0.4; GDH-TPI counter: 11; FBA Mtb inh: 1; MazEF act: -3; CCHF vOTU inh: 1; BoNT-F LC inh: 4

Results for CC1(c2ccccc2)NC(=O)N(CC(=O)Nc2ccc(N3CCOCC3)cc2)C1=O (centres undefined) ?
UGM FP inh: 0.4; Rv3671c inh: 4; Mtb BioA inh: 3.5; FadD28 FP inh: -1.4; GDH-TPI counter: 5; FBA Mtb inh: 6; MazEF act: -1; CCHF vOTU inh: -2; BoNT-F LC inh: 0

Results for CCOC(=O)N1CCN(C(=O)CNC(=O)c2nn(-c3ccc(OC)c(Cl)c3)c(=O)c3ccccc23)CC1 ?
DUSP3 inh: 0; UGM FP inh: -3.8; Rv3671c inh: 12; FadD28 FP inh: -1.7; GDH-TPI counter: 2; FBA Mtb inh: 2; MazEF act: 6; CCHF vOTU inh: 2; BoNT-F LC inh: -22

What do the screens show for `CC(C)Sc1nc2c(c(=O)[nH]c(=O)n2C)n1Cc1ccccc1`?
DUSP3 inh: -4; UGM FP inh: 2.2; Rv3671c inh: 3; Mtb BioA inh: -0.1; FadD28 FP inh: -0.4; GDH-TPI counter: 6; FBA Mtb inh: 0; MazEF act: 1; CCHF vOTU inh: 5; BoNT-F LC inh: -22

Results for O=C(CSc1nccn1-c1ccc(Cl)cc1)NCc1ccc2c(c1)OCO2 ?
DUSP3 inh: 17; UGM FP inh: -1.4; Rv3671c inh: 1; Mtb BioA inh: 5.0; FadD28 FP inh: -1.1; GDH-TPI counter: -7; FBA Mtb inh: 1; MazEF act: 7; CCHF vOTU inh: 7; BoNT-F LC inh: -11

What do the screens show for `Cc1c(NC(=O)COc2ccc(C(C)C)cc2)c(=O)n(-c2ccccc2)n1C`?
DUSP3 inh: -6; UGM FP inh: 1.4; Rv3671c inh: 1; Mtb BioA inh: -0.1; FadD28 FP inh: 0.4; GDH-TPI counter: 3; FBA Mtb inh: 0; MazEF act: 0; CCHF vOTU inh: 4; BoNT-F LC inh: 4

Results for C[C@H](CO)N1C[C@H](C)[C@@H](CN(C)C(=O)Nc2ccc(C(F)(F)F)cc2)Oc2ccc(NC(=O)NC3CCCCC3)cc2C1=O ?
Rv3671c inh: -11; Mtb BioA inh: 0.2&-0.8; FadD28 FP inh: -2.3; GDH-TPI counter: -11; FBA Mtb inh: 0; MazEF act: 4; CCHF vOTU inh: 6; BoNT-F LC inh: -4

Results for CC(=O)N1CCN(C(=O)c2ccc(NS(=O)(=O)c3ccc4[nH]c(=O)[nH]c4c3)cc2)CC1 ?
UGM FP inh: -2.0; Rv3671c inh: 2; FadD28 FP inh: -1.4; GDH-TPI counter: 1; FBA Mtb inh: 3; MazEF act: -3; CCHF vOTU inh: 4; BoNT-F LC inh: -9

Results for O=C(c1cccc(Br)c1)N1CCN(c2ccc(N3CCOCC3)nn2)CC1 ?
UGM FP inh: 1.5; Rv3671c inh: 2; Mtb BioA inh: 3.3; FadD28 FP inh: 1.2; GDH-TPI counter: 2; FBA Mtb inh: 11; MazEF act: -1; CCHF vOTU inh: -29; BoNT-F LC inh: -2

Results for O=C(COc1ccc(F)cc1Br)NCCCN1CCCC1=O ?
UGM FP inh: 1.2; Rv3671c inh: 1; Mtb BioA inh: 0.7; FadD28 FP inh: -1.0; GDH-TPI counter: -3; FBA Mtb inh: 1; MazEF act: 3; CCHF vOTU inh: -8; BoNT-F LC inh: 11

Results for C[C@@H]1CN([C@H](C)CO)C(=O)CCCn2cc(nn2)CO[C@H]1CN(C)S(=O)(=O)c1ccccc1 ?
Mtb BioA inh: -0.2&8.6; FadD28 FP inh: 0.6; GDH-TPI counter: 6; FBA Mtb inh: 1; MazEF act: 3; CCHF vOTU inh: 0; BoNT-F LC inh: 1

How did COc1ccccc1C(=O)NCCC(=O)Nc1ccc(OC(F)(F)F)cc1 do in these assays?
DUSP3 inh: 17; UGM FP inh: -0.2; Rv3671c inh: 9; Mtb BioA inh: -0.5; FadD28 FP inh: -2.8; GDH-TPI counter: -2; FBA Mtb inh: -9; MazEF act: -5; CCHF vOTU inh: 17; BoNT-F LC inh: 5

How did Cc1ccc(S(=O)(=O)NCCC(=O)Nc2ccc(Cl)c(Cl)c2)cc1C do in these assays?
DUSP3 inh: -12; UGM FP inh: 3.5; Rv3671c inh: -15; FadD28 FP inh: -1.8; GDH-TPI counter: 5; FBA Mtb inh: 3; MazEF act: 4; CCHF vOTU inh: 8; BoNT-F LC inh: -5

How did Cc1c(NC(=O)C23CC4CC(CC(C)(C4)C2)C3)c(=O)n(-c2ccccc2)n1C do in these assays?
DUSP3 inh: 35; UGM FP inh: -0.5; Rv3671c inh: 8; FadD28 FP inh: 0.7; GDH-TPI counter: 2; FBA Mtb inh: 3; MazEF act: 3; CCHF vOTU inh: 4; BoNT-F LC inh: 6

What do the screens show for `Cc1cc(C)cc(NC(=O)C2CCC(CNC(=O)[C@@H]3Cc4ccccc4CN3)CC2)c1` (some centres undefined)?
DUSP3 inh: 9; UGM FP inh: -1.0; Rv3671c inh: -1; Mtb BioA inh: -1.9; FadD28 FP inh: -2.4; GDH-TPI counter: 12; FBA Mtb inh: 2; MazEF act: -36; CCHF vOTU inh: 5; BoNT-F LC inh: 1

What do the screens show for `CN(CC(=O)NCc1ccncc1)S(=O)(=O)c1cc(Cl)ccc1Cl`?
DUSP3 inh: 36; UGM FP inh: 1.2; Rv3671c inh: -2; Mtb BioA inh: -2.4; FadD28 FP inh: 0.2; GDH-TPI counter: 6; FBA Mtb inh: 1; MazEF act: 0; CCHF vOTU inh: -8; BoNT-F LC inh: -1

Results for COc1ccc(S(=O)(=O)N2CCN(C(=O)c3cc(C)oc3C)CC2)cc1OC ?
UGM FP inh: 0.7; Rv3671c inh: -16; Mtb BioA inh: -4.7; FadD28 FP inh: -0.4; GDH-TPI counter: 1; FBA Mtb inh: 0; MazEF act: -1; CCHF vOTU inh: -9; BoNT-F LC inh: 1

How did O=C(O)c1ccc(C=NNC(=O)c2ccccc2NS(=O)(=O)c2cccs2)cc1 do in these assays?
UGM FP inh: 0.4; Rv3671c inh: 8; Mtb BioA inh: -0.4; FadD28 FP inh: -3.9; GDH-TPI counter: 18; FBA Mtb inh: -1; MazEF act: -3; CCHF vOTU inh: 7; BoNT-F LC inh: -3

Results for O=C(NC(=C(Cl)Cl)S(=O)(=O)c1ccc(Cl)cc1)c1ccccc1 ?
DUSP3 inh: -4; UGM FP inh: -0.2; Rv3671c inh: 2; Mtb BioA inh: -0.3; FadD28 FP inh: -5.8; GDH-TPI counter: -1; FBA Mtb inh: -2; MazEF act: 3; CCHF vOTU inh: 16; BoNT-F LC inh: 1

Continued; it opens with the three that closed the last part.
Results for COc1ccc(S(=O)(=O)N2CCN(C(=O)c3cc(C)oc3C)CC2)cc1OC ?
UGM FP inh: 0.7; Rv3671c inh: -16; Mtb BioA inh: -4.7; FadD28 FP inh: -0.4; GDH-TPI counter: 1; FBA Mtb inh: 0; MazEF act: -1; CCHF vOTU inh: -9; BoNT-F LC inh: 1

How did O=C(O)c1ccc(C=NNC(=O)c2ccccc2NS(=O)(=O)c2cccs2)cc1 do in these assays?
UGM FP inh: 0.4; Rv3671c inh: 8; Mtb BioA inh: -0.4; FadD28 FP inh: -3.9; GDH-TPI counter: 18; FBA Mtb inh: -1; MazEF act: -3; CCHF vOTU inh: 7; BoNT-F LC inh: -3

Results for O=C(NC(=C(Cl)Cl)S(=O)(=O)c1ccc(Cl)cc1)c1ccccc1 ?
DUSP3 inh: -4; UGM FP inh: -0.2; Rv3671c inh: 2; Mtb BioA inh: -0.3; FadD28 FP inh: -5.8; GDH-TPI counter: -1; FBA Mtb inh: -2; MazEF act: 3; CCHF vOTU inh: 16; BoNT-F LC inh: 1

What do the screens show for `CCOC(=O)c1ccc(NS(=O)(=O)c2ccc3c(c2)oc(=O)n3C)cc1`?
DUSP3 inh: 18; UGM FP inh: 0.5; Rv3671c inh: 5; Mtb BioA inh: -1.6; FadD28 FP inh: -2.6; GDH-TPI counter: 0; FBA Mtb inh: -1; MazEF act: -2; CCHF vOTU inh: 2; BoNT-F LC inh: -10

How did CSC(C(=O)c1cc2ccccc2o1)c1ccccc1 (centres undefined) do in these assays?
UGM FP inh: 6.4; Rv3671c inh: 2; Mtb BioA inh: -0.2; FadD28 FP inh: -2.2; GDH-TPI counter: -7; FBA Mtb inh: 4; MazEF act: -7; CCHF vOTU inh: -1; BoNT-F LC inh: 0

Results for O=C(CSc1nnc2ccc(-c3cccnc3)nn12)Nc1ccc(F)cc1 ?
UGM FP inh: -1.9; Rv3671c inh: 4; Mtb BioA inh: 1.4; FadD28 FP inh: 0.7; GDH-TPI counter: 10; FBA Mtb inh: 2; MazEF act: -2; CCHF vOTU inh: 10

What do the screens show for `Fc1ccc(OCc2cc(-c3ccccc3)no2)cc1`?
DUSP3 inh: 14; UGM FP inh: 2.8; Rv3671c inh: -4; Mtb BioA inh: -0.7; FadD28 FP inh: -1.7; GDH-TPI counter: -4; FBA Mtb inh: 1; MazEF act: 0; CCHF vOTU inh: 10; BoNT-F LC inh: 12

What do the screens show for `Cc1noc(C)c1COc1cccc(C(=O)N2CCN(C/C=C/c3ccccc3)CC2)c1`?
DUSP3 inh: 14; UGM FP inh: 0.3; Rv3671c inh: -1; Mtb BioA inh: 2.7; FadD28 FP inh: -2.3; GDH-TPI counter: -3; FBA Mtb inh: 4; MazEF act: 8; CCHF vOTU inh: -8; BoNT-F LC inh: -6

How did COc1cc(NC(=O)CC(C)C)ccc1NC(=O)c1ccco1 do in these assays?
UGM FP inh: -1.3; Rv3671c inh: 2; Mtb BioA inh: -2.0; FadD28 FP inh: -3.0; GDH-TPI counter: -9; FBA Mtb inh: -4; MazEF act: -3; CCHF vOTU inh: -12; BoNT-F LC inh: -8

What do the screens show for `CCc1ccc(/C=N/NC(=O)c2cc(-c3cccc([N+](=O)[O-])c3)n[nH]2)cc1`?
DUSP3 inh: 22; UGM FP inh: -2.4; Rv3671c inh: -11; Mtb BioA inh: -1.2; FadD28 FP inh: -2.4; GDH-TPI counter: 5; FBA Mtb inh: -2; MazEF act: 10; CCHF vOTU inh: -3; BoNT-F LC inh: -2

What do the screens show for `COCCCN(CC(=O)Nc1ccc(N2CCOCC2)cc1)S(=O)(=O)c1ccc(C)cc1`?
DUSP3 inh: 24; UGM FP inh: 0.8; Rv3671c inh: -1; Mtb BioA inh: 0.4; FadD28 FP inh: -4.1; GDH-TPI counter: -5; FBA Mtb inh: 2; MazEF act: 7; CCHF vOTU inh: -2; BoNT-F LC inh: 1

Results for COc1ccc2[nH]c3nc(SCC(=O)Nc4cccc(NC(C)=O)c4)nnc3c2c1 ?
DUSP3 inh: 8; UGM FP inh: -0.1; Rv3671c inh: -19; Mtb BioA inh: -0.4; FadD28 FP inh: -2.0; GDH-TPI counter: 27; FBA Mtb inh: 1; MazEF act: 15; CCHF vOTU inh: 1

How did O=C(NN=Cc1ccc(F)cc1)c1ccccc1NS(=O)(=O)c1cccs1 do in these assays?
UGM FP inh: 0.3; Rv3671c inh: -2; Mtb BioA inh: -0.4; FadD28 FP inh: -0.5; GDH-TPI counter: 11; FBA Mtb inh: 5; MazEF act: 6; CCHF vOTU inh: 8; BoNT-F LC inh: -8

Results for CCOc1ccc(C(=O)Nc2cccc(-c3nc4cccnc4o3)c2)cc1Cl ?
DUSP3 inh: 27; UGM FP inh: 0.1; Rv3671c inh: -9; Mtb BioA inh: 7.9; FadD28 FP inh: -3.1; GDH-TPI counter: 21; FBA Mtb inh: 2; MazEF act: 31; BoNT-F LC inh: -11
